# Xi reactivation: activators of inactive X chromosome reactivation, primary screen, imaging, XiGFP fibroblasts, GFP high-content imaging, set 2. XiGFP mouse fibroblasts, % GFP-positive cells imaging, 3 d; cells co-treated with 5-aza-dC sensitizer; scaled so ellipticine positive control = 100%. activation, % at 7.58 µM. actives 0.055% (n = 360,000). AID 743238, 2013;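 active = mean normalized replicate activation at least 10% and every replicate at or above 10%; inconclusive = only one of the two criteria met; inactive = mean below 10% and not all replicates reach 10%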;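 note: 0% = median of on-plate neutral control wells and 100% = ellipticine 6 µM median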
#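 System: SV40-immortalized XiGFP fibroblast cells, line 68-5-11 / Incubation: 3-day compound exposure, then 15 min fixation at room temperature / Compound: single concentration per compound, delivered by pin transfer / Buffer or medium: DMEM plus 5-aza-dC sensitizer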
# SIRT5 block: SIRT5 desuccinylase inhibitors, primary screen, biochemical, fluorescence imaging, single point, set 5; inhibition, % at 15 µM; AID 652115, 2013; Purified SirT5, succinyl-peptide AMC, trypsin-coupled fluorescence; actives 1.1% (n = 330,000); in the data active = inhibition above about 15%; inconclusive = no clear call, values can overlap the other calls
# C2C12 statin: suppressors of statin myotoxicity in C2C12 myotubes, primary screen, cell-based, single point, plate reader. C2C12 myotubes + simvastatin, ATP luminescence, 48 h; scaled: DMSO 0, geranylgeraniol control 100. rescue of ATP level, % at 7.49 µM. actives 0.78% (n = 330,000);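 active = mean ATP rescue above about 67%, or every replicate alone reaching that limit, limit read from the data, passing the limit was not always enough; inconclusive = no clear call, values can overlap the other calls; inactive = mean under the limit and some replicate under it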;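 note: myotubes were challenged with 10 µM simvastatin during compound exposure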
# LGR2 inh: inhibitors of bursicon-induced LGR2 CRE-luciferase signal, primary screen, cell-based, HEK293, CRE-luciferase reporter, bursicon stimulation; Drosophila bursicon receptor LGR2 (rickets); inhibition, % at 9.99 µM; actives 0.35% (n = 380,000); bursicon-stimulated, 4 h; AID 720647, 2013;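 active = drop in luminescence signal, shown as inhibition above about 50% in the replicate tests, limit read from the data, passing the limit was not always enough; inconclusive = probably only some replicates passing the limit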;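 note: agonist challenge used bursicon conditioned medium at about half maximal strength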
# Cneo AK release: Cryptococcus neoformans cell lysis inducers, primary screen, AK release luminescence, single concentration. AID 651654, 2012. C. neoformans lysis, adenylate kinase release luminescence, 4 h; normalised: neutral wells 0, clomiphene wells 100. lysis activity, % at 15 µM. actives 0.2% (n = 360,000);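 active = mean lysis activity across replicates of at least 80%, whatever share of replicates individually reach that level; inactive = mean lysis activity below 80%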
#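 Material – Cryptococcus neoformans yeast cells · Quantity – 5 × 10^6 yeast cells/mL · Buffer or medium – YPD medium · Compound – single dose · Timing – 4 h static compound exposure, 37 °C, read 1 h post-reagent · Signal – adenylate kinase release luminescence · Read-out basis – lysis from increased AK signal · Benchmarks – Clomiphene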
# ERAP1 inh: human ERAP1 aminopeptidase inhibitors, primary screen, biochemical, single point, plate reader; Endoplasmic reticulum aminopeptidase 1 (Homo sapiens), Q9NZ08; recombinant ERAP1, Leu-AMC fluorescence, 60 min; inhibition, % at 10.7 µM; actives 0.15% (n = 340,000);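 active = mean replicate inhibition of at least 30%, or all replicates individually reaching that 30% level; inactive = mean below 30% and not every replicate reaching it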;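 note: 0% = neutral control wells and 100% = L-leucinethiol positive control wells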
# Target sequence (Q9NZ08 whole entry, looked up): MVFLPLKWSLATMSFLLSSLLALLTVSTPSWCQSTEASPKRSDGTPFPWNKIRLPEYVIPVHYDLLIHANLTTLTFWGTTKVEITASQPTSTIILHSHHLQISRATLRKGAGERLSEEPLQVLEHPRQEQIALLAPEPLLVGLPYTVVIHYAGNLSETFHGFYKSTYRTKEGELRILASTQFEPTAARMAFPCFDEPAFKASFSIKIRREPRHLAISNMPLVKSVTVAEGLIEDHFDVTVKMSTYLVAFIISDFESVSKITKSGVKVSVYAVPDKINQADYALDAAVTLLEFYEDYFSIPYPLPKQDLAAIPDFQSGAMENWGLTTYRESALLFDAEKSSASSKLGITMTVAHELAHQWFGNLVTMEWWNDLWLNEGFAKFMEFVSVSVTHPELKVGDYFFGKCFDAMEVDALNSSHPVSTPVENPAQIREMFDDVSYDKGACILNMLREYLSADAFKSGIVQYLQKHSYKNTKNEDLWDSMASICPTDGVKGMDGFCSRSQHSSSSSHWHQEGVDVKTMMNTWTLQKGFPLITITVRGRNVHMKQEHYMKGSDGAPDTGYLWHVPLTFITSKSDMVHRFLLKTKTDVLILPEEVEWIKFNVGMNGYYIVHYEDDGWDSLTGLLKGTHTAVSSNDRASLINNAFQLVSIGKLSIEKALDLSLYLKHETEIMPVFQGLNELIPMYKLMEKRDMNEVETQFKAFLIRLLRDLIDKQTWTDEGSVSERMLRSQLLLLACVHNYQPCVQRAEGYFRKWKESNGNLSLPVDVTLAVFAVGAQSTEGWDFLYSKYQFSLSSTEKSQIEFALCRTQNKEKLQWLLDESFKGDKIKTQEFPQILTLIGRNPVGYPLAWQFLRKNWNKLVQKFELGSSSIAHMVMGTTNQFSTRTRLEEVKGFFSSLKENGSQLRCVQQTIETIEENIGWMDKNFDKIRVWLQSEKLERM
# PGC1a acetyl inh: inhibitors of PGC1a acetylation signal, primary screen, cell-based, U2OS, AlphaScreen, inhibitor mode. AlphaScreen anti-acetyl-lysine; with virally co-expressed GCN5 acetyltransferase. inhibition, % at 15.6 µM. actives 0.17% (n = 350,000). AID 651687, 2012;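 active = every replicate shows inhibition of at least 40%; inconclusive = mean inhibition at least 40% but some replicate below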;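 note: 0% = neutral control wells and 100% = positive control wells; some results beyond the cut were filed as inactive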
# S100A4 MyoIIA: inhibitors of S100A4-myosin IIA peptide binding, primary screen, biochemical, fluorescence polarization, TAMRA-MyoIIA peptide | inhibition, % at 10.7 µM | actives 0.14% (n = 360,000) | AID 652163, 2013;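 active = mean inhibition of at least 70% across replicates, with every replicate also reaching that level; inconclusive = mean inhibition reaches 70% but some replicates fall short; inactive = mean inhibition below 70%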
# Target sequence (P26447 whole entry, looked up): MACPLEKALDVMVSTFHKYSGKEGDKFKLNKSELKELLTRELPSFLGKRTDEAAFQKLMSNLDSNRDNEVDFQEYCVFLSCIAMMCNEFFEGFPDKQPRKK
#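 Assay system: human S100A4 monomer with TAMRA-labelled myosin IIA peptide / Buffer or medium: Calcium-containing HEPES buffer, pH 7.2 / Reagent: TAMRA-labelled myosin IIA heavy-chain peptide probe, 5 nM / Compound: one dose per compound / Timing: polarization read 5 min after assay mix addition, stable 5–60 min / Benchmarks: neutral control DMSO, positive control TFP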
# * hit, by the source's call; ? = inconclusive; . = no result given; & = joins results of further samples.
SMILES,Xi reactivation,SIRT5 block,C2C12 statin,LGR2 inh,Cneo AK release,ERAP1 inh,PGC1a acetyl inh,S100A4 MyoIIA
C[C@H]1CN([C@@H](C)CO)C(=O)CCCn2nncc2CO[C@@H]1CN(C)Cc1cccc(C(F)(F)F)c1,0.0&0.2,-1&2,-2&6,7&12,0&41,2&-2,5&-4,-4&6
CC1CCCC(NC(=O)COC(=O)c2n[nH]c3ccccc23)C1C (stereo not drawn),0.0,-3,7,-1,-8,-4,.,-2
CC(NC(=O)COC(=O)C1CC2CCCC(C1)C2=O)c1ccccc1 (stereo not drawn),0.0,-1,8,-12,-2,2,7,-1
CCC(Sc1nc(C)cc(C)n1)C(=O)NC1=NN=C(c2ccc(C)cc2)CS1 (stereo not drawn),.,-3,83*,6,5,4,-1,-3
CS(=O)(=O)N(CC(=O)N1CCN(c2cccc(Cl)c2)CC1)c1cccc(F)c1,.,.,-3,7,5,.,-10,.
CCOC(=O)N1CCN(C(=O)c2ccc(N(C)S(=O)(=O)c3ccc(C)cc3)cc2)CC1,0.1,-7,.,15,9,0,.,17
C[C@@H]1CN([C@H](C)CO)C(=O)c2cc(NC(=O)NC3CCCCC3)ccc2O[C@@H](C)CCCCO[C@H]1CN(C)Cc1ccc2c(c1)OCO2,0.2,-2,.,33,-7,2,-2,-4
O=C(COC(=O)c1cc(=O)[nH]c2ccccc12)Nc1ccccc1F,0.1,-6,-2,-5,0,1,1,1
CC(C)=CCN1CCN(Cc2ccc(C#CC(C)(C)O)cc2)CC1CCO (stereo not drawn),0.0,0,-1,-64,0,-1,.,-13
CCOc1ccccc1N(CC)C(=O)c1nn(C)c2c1CSc1ccccc1-2,0.6,1,8,8,7,3,-24,-2
N#Cc1nc(-c2ccccc2Cl)oc1N1CCCCC1,.,.,9,-73,-8,.,-11,.
COc1ccc(SCCc2ccncc2)cc1,0.0,-4,.,22,.,5,.,-3
COc1ccc(CNC(=O)CCN2C(=O)c3ccncc3C2=O)cc1OC,-0.1,-3,2,-2,-2,-1,-3,-3
COc1cccc(-c2onc3ccc(C(=O)/C=C/N(C)C)cc23)c1,0.0,3,0,-21,3,0,.,-12
CCC/C=C/c1ccc(CN2C(C(C)C)C(=O)N(Cc3cn(CCC4OCCCO4)nn3)CCS2(=O)=O)cc1 (stereo not drawn),-0.1,1,-4,14,0,.,-13,-9
CCCn1c(SCC(=O)c2cc(C)n(C3CC3)c2C)n[nH]c1=O,0.3,0,-2,-19,1,3,-3,-1
COc1ccccc1CNC(=O)C(NC(=O)c1ccccc1)C(C)C (stereo not drawn),-0.4,-10,.,19,.,7,-3,-6
COCCCNC(=O)c1cc(C(=O)Cc2ccccc2)c[nH]1,0.0,9,.,-1,.,-1,-4,-16
O=Cc1c[nH]c2ccc(C(=O)c3ccccc3)cc12,0.7,.,8,-17,-1,0,.,-3
CN(C)S(=O)(=O)c1cccc(NC(=O)COC(=O)C2CCN(C(=O)c3ccc(F)cc3)CC2)c1,2.3,1,0,-3,3,3,14,-2
C[C@@H]1CN([C@H](C)CO)C(=O)c2cccc(NS(=O)(=O)c3ccccc3)c2O[C@H]1CN(C)Cc1ccc(Oc2ccccc2)cc1,0.0,4,-32,2,1,0,6,-1
COc1ccccc1N1C(=O)c2cccc3c(N(C)CCO)ccc(c23)C1=O,0.1,4,6,13,-5,6,-2,18
C[N+]1(CCCOC(=O)C2(c3ccccc3)CCCC2)CCOCC1,0.0,.,.,13,0,.,-4,.
CCc1cc(C(=O)NNC(=O)CCN2CCN(c3ccccc3)CC2)sc1C,0.1,0,7,-9,-5,3,-2,-7
OCC[C@@H]1C[C@@H](O)[C@H](O)[C@]2(CCCO2)O1,0.2,1,.,1,-1,5,-7,-1
COc1ccccc1NS(=O)(=O)c1cc(NC(=O)CN2C(=O)NC3(CCCC3)C2=O)ccc1C,0.1,13,7,10,0,3,-36,-5
C[C@@]12C(=O)N(Cc3ccco3)CC(=O)N1[C@H]1c3ccccc3OC[C@@H]1[C@@H]2c1ccccc1,-0.1,-1,-3,15,0,-2,.,-2
CCCN(C)C[C@H]1Oc2cc(-c3ccc(C)cc3)ccc2S(=O)(=O)N([C@H](C)CO)C[C@@H]1C,0.1,-2,-24,10,-2,-1,-5,-5
Cc1cc(C)c(C)c(S(=O)(=O)N2CCN(C(=O)c3ccccc3OCc3c(C)noc3C)CC2)c1C,0.1,-2,-10,-2,0,-3,6,0
CC(C)(C)OC(=O)Cn1c(=O)cnc2ccccc21,.,1,17,-27,0,3,.,-3
CCC(C(=O)O)n1cnc2scc(-c3ccc(C)c(C)c3)c2c1=O (stereo not drawn),0.1,-2,8,8,-1,4,9,0
CCCC#Cc1cnc2c(c1)C(=O)N([C@H](C)CO)C[C@@H](C)[C@@H](CN(C)C(=O)c1ccc(F)cc1)O2,-0.1,0,-9,2,-1,-1,1,-24
COc1ccc(NC(=O)Nc2ccc3c(c2)C(=O)N([C@H](C)CO)C[C@H](C)[C@H](CN(C)C(=O)CCCN(C)C)OCCCC[C@@H](C)O3)cc1,0.1,-1,.,1,-1,0,5,6
C=CCn1c(COc2cccc(C)c2)nnc1SCC(=O)c1c[nH]c2c(CC)cccc12,0.1,.,19,-1,0,.,.,.
CN(C[C@H]1N[C@@H](CO)[C@@H]1c1ccc(C2=CCCC2)cc1)C(=O)c1cccc(F)c1,0.7,-11,-475,7,1,-6,76*,-9
Cc1ccc(CN2CCCCC2C(=O)Nc2ccc(Oc3cccnc3)cc2)o1 (stereo not drawn),0.2,0,-13,13,-4,-2,-14,-1
Cc1ccc(S(=O)(=O)NCC(C)n2cncn2)cc1 (stereo not drawn),0.1,0,16,-7,-3,2,-6,0
CCCNC(=O)N(C)C[C@@H]1Oc2ncc(C#CC3CCCCC3)cc2C(=O)N([C@@H](C)CO)C[C@H]1C,0.1,4,3,14,0,2,-24,-2
CCN(CC(=O)Nc1ccc(NC(C)=O)cc1)C(=O)/C=C/c1ccc2c(c1)OCO2,-0.1,10,.,8,.,2,.,3
O=C(Nc1ccccc1)N1N=C(c2ccc(F)cc2)CC1c1ccc(F)cc1 (stereo not drawn),0.1,.,.,-7,.,1,.,-1
O=C(C[C@H]1C[C@H]2c3cc(NC(=O)CC4CC4)ccc3O[C@H]2[C@H](CO)O1)NCc1ccc2c(c1)OCO2,0.5,5,2,-3,62,3,1,1
Cn1cnc(S(=O)(=O)N[C@H]2C=C[C@H](CC(=O)Nc3ccccc3)O[C@H]2CO)c1,0.4,4,5,5,-1,-2,5,-2
Cn1cccc1CC(=O)N/N=C/C=C/c1ccccc1,0.0,0,.,-10,.,-1,.,-2
C[C@@H]1CCCCO[C@H](CN(C)C(=O)CCC(F)(F)F)[C@@H](C)CN([C@@H](C)CO)C(=O)c2cc(NS(C)(=O)=O)ccc2O1,-0.1,4,-7,7,-4,2,14,1
Cc1cccnc1NC(=S)NC(=O)/C=C/c1ccccc1,0.0,-3,4,-119,.,-8,-1,-6
Cc1ccc(N(CC(=O)NCc2ccc(F)cc2)C(=O)c2csnn2)c(C)c1,0.3,8,.,-4,.,.,.,-4
COc1ccc(C(=O)NC2CCN(CC(=O)Nc3c(C)cccc3C)CC2)cc1OC,0.3,.,-3,1,2,-3,-5,3
CCCNC(=O)c1ccc(CNc2c(N3CCC(C(=O)OCC)CC3)c(=O)c2=O)cc1,.,.,133*,2,1,.,-5,.
Cc1ccc(C)c(-n2c(-c3ccc(Br)cc3)csc2=NC(=O)c2ccccc2F)c1,0.0,-5,60,15,0,1,.,-8
O=C(c1cc(Br)c[nH]1)N1CCSCC1,0.2,3,6,-9,-2,1,12,6
# Going on with the list.
SMILES,Xi reactivation,SIRT5 block,C2C12 statin,LGR2 inh,Cneo AK release,ERAP1 inh,PGC1a acetyl inh,S100A4 MyoIIA
CCS(=O)(=O)N(C)C[C@@H]1OCc2ccccc2-c2c(n(C)c3ccccc23)C(=O)N([C@H](C)CO)C[C@@H]1C,0.0&0.2,-3&5,.,14,.,2,0,0&-55
C/C=C/Cn1c(SCCCc2ccccc2)nc2c1c(=O)[nH]c(=O)n2C,?,-3,3,.,2,2,7,-3
C[C@@H]1CN([C@@H](C)CO)C(=O)c2cc(NC(=O)c3ccccc3)ccc2O[C@@H](C)CCCCO[C@H]1CN(C)Cc1ccncc1,-0.1,-1,14,-3,4,1,-10,11
CCN1CCN(C(=O)/C(=C/c2ccco2)NC(=O)c2ccccc2)CC1,-0.1,-1,27,9,-3,-4,.,-9
CN(C)Cc1cn(CC[C@H]2CC[C@@H](NC(=O)Nc3ccccc3F)[C@H](CO)O2)nn1,0.2,-12,-9,17,7,1,-8,11
CCCCNC(=O)c1nc(-c2cnccn2)oc1-c1ccc(Cl)cc1,-0.1,-4,.,-1,.,1,.,1
CS(=O)(=O)Nc1ccc(C2=NN(C(=O)c3cccc(F)c3)C(c3cccs3)C2)cc1 (stereo not drawn),0.1,-4,-4,10,2,3,-13,2
CCOc1ccc(N(C)S(=O)(=O)c2ccc3[nH]cc(C(=O)NCCCOC)c(=O)c3c2)cc1,0.1,-6,-11,3,3,4,-8,0
COc1ccc(CCNC(=O)Cn2cnc3scc(-c4ccccc4)c3c2=O)cc1OC,0.0,-5,.,-4,.,2,.,-1
C[C@@H]1CN([C@@H](C)CO)C(=O)c2cc(-c3ccc(F)cc3)cnc2O[C@H]1CN(C)C(=O)c1cccnc1,-0.3,8,-42,-1,1,-1,-10,0
CCC(C)(C)NC(=O)C(c1ccc(C)o1)N(Cc1ccc2c(c1)OCO2)C(=O)c1snc(C(N)=O)c1N (stereo not drawn),-0.1,0,-24,3,1,-6,-3,-16

# Assay outcomes: PubChem BioAssay, Broad Institute

# An excerpt (hit frequency here may not be typical).
